From PubChem
Polio RdRp inh = inhibitors of poliovirus RNA polymerase binding and polymerization; AID 588519; P03300; poliovirus polymerase elongation, fluorescence polarization; active compounds read low; % elongation, % (compound at 16.7 µg/mL); 150,000 compounds, 0.66% hits; in the data active = % elongation below about 90%; also: some results filed as inactive read as strong as hits
Target sequence (P03300 1749-2209 limits assumed): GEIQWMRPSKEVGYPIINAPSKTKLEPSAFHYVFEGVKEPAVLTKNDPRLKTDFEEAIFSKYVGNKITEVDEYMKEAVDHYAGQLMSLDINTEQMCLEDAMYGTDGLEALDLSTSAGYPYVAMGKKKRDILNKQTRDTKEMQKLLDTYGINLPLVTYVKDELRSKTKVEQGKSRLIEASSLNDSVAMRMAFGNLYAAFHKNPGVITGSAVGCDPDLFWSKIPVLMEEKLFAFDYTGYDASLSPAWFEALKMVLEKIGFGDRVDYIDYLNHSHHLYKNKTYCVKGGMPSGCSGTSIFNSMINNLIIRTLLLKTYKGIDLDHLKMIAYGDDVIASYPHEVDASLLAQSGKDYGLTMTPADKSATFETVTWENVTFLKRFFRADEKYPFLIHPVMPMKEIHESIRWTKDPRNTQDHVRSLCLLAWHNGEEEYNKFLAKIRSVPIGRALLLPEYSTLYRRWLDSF
Polio RdRp inh FP z-score = further read-out of Polio RdRp inh, marked with its call; z-score; measured here: FP z-score; hits read low
* hit, by the source's call; & = joins results of further samples. These rows are one share of the data; count on the stated rates, not on these rows.

Preview, 2 compounds:
SMILES	Polio RdRp inh	Polio RdRp inh FP z-score
CN1C(=O)S/C(=C/c2ccccc2OCc2ccc(C(=O)O)cc2)C1=O	99	-0.6
Cc1ccc2c(c1)cc1c(=O)n(CC(=O)N3CCCC3)nc(C)n12	106	1.5

The listing, previewed entries included:
SMILES	Polio RdRp inh	Polio RdRp inh FP z-score
CN1C(=O)S/C(=C/c2ccccc2OCc2ccc(C(=O)O)cc2)C1=O	99	-0.6
Cc1ccc2c(c1)cc1c(=O)n(CC(=O)N3CCCC3)nc(C)n12	106	1.5
COc1ccc(OC)c(NC(=O)[C@H](Cc2ccccc2)N2Cc3ccccc3C2=O)c1	107	0.6
O=C(c1ccc2c(c1)ncn2C1CCCCC1)n1ccnc1	105	2.1
CC1CC(C)CN(S(=O)(=O)c2ccc3c(c2)oc(=O)n3CC(=O)NC(C)c2ccccc2)C1 (stereo not given)	98	-1.9
O=C(Nc1ccc(S(=O)(=O)NCc2ccco2)cc1)C1=NN(C2CCS(=O)(=O)C2)C(=O)CC1 (stereo not given)	104	0.3
COc1ccc(-c2nc3sc(CCNC(=O)Cc4ccc(F)cc4)c(C)n3n2)cc1	110	0.8
COC(=O)C1C(=O)C2=C(CC1C)Nc1ccccc1NC2c1ccc(O)c(OC)c1 (stereo not given)	101	0
CC1(CC(=O)Nc2ccccc2)NN=C(c2ccccc2)S1 (stereo not given)	126	2.2
CCOC(=O)Nc1ccc2ncn(C)c(=O)c2c1	101	-0.4
O=S(=O)(Nc1ccc(O)cc1)c1cc(Br)ccc1Br	101	-0.1
COc1ccccc1NC(=O)c1cc2ccc3cccnc3c2[nH]1	101	-0.2

Reformatted as comma-separated lines: part of the list above.
SMILES,Polio RdRp inh,Polio RdRp inh FP z-score
O=S(=O)(Nc1ccc(O)cc1)c1cc(Br)ccc1Br,101,-0.1
COc1ccc(-c2nc3sc(CCNC(=O)Cc4ccc(F)cc4)c(C)n3n2)cc1,110,0.8
CCOC(=O)Nc1ccc2ncn(C)c(=O)c2c1,101,-0.4

The list continues:
SMILES	Polio RdRp inh	Polio RdRp inh FP z-score
CN(C)C(=N)c1n[nH]nc1SCc1ccccc1	104	0.7
N#Cc1c(-c2ccc3c(c2)OCO3)cc(-c2ccccc2)nc1N	111	0.7
COc1cc(OC)c(C(=O)CCCN2CCCC2)c(OC)c1	100	0.1
O=C(c1ccc(Cl)cc1)C1CCN(C(=O)N2CCOCC2)CC1	100	-0.5
Oc1ccc(/C=N/NC(=S)N2CCOCC2)cc1	152	6
FC(F)(F)c1ccccc1CNCCc1c[nH]c2ccccc12	106	0.3
Cc1ccc(-c2nn(C)c(=O)c3ccccc23)cc1CNC(=O)Nc1ccccc1	101	-0.1
CCN(CC)c1nn2c(=O)c(C(=O)NCc3cccc(C)c3)cnc2s1	105	-0.1
CCC(=O)N1c2ccc(S(=O)(=O)CCC(=O)N3CCN(c4cc(C)ccc4C)CC3)cc2CC1C (stereo not given)	109	0.1
C=CCn1c(SCC(=O)C(C#N)c2nc(C)cs2)nc2ccccc21 (stereo not given)	117	1.8
Cc1cc(C)c(C#N)c(SCC(=O)N2CCCC2)n1	105	0.5
O=C(NCCc1ccccc1)C1CCC(=O)N1Cc1ccc(F)cc1 (stereo not given)	98	-1
CCCc1cnc(N2CCN(C(=O)c3cc(C)on3)CC2)nc1	103	0.5
Cc1ccc(-c2onc(C)c2C)cc1S(=O)(=O)N1CCOc2ccc(Cl)cc21	108	0.1
Cc1ccc(C(=O)O)cc1S(=O)(=O)N1CCSCC1	103	0.3
CCCCNC(=O)CN1CCN(c2ncc(NC(=O)c3ccc(Cl)cc3)cc2C(=O)O)CC1	106	-0.2
COC(=O)C1=C(C)NC(=O)NC1c1cn(-c2ccccc2)nc1-c1ccc(OC)c(Br)c1 (stereo not given)	103	-0.6
CC1(C)CC(=O)c2c(n(S(C)(=O)=O)c3ccc(NS(C)(=O)=O)cc23)C1	101	-0.5
Cn1ccnc1C(=O)c1cc(Cl)nc2ccccc12	98	-1.9
O=C(CSc1ncc(C(F)(F)F)cc1Cl)N(CC1CCCO1)C1CCS(=O)(=O)C1 (stereo not given)	100	-0.4
Fc1ccc(-n2cc(-c3ccccc3)c3c(NC4CCCCC4)ncnc32)cc1	106	-0.1
Cc1ccc(CC2CC(=O)N(C3CCCCC3)C2=O)cc1 (stereo not given)	103	0.5
CCn1cc(/C=C(\NC(=O)c2ccccc2Cl)C(=O)NCCCn2ccnc2)c2ccccc21	102	-0.9
COc1cccc(Cn2c(Oc3cc(C)cc(C)c3)nc3c2c(=O)n(C)c(=O)n3C)c1	113	0.4
O=C(NCCc1ccccc1)C1CCC(CNS(=O)(=O)c2ccccc2)CC1 (stereo not given)	103	-0.5
COc1ccc(N(CC(=O)N2CCCCC2)S(=O)(=O)c2ccc(OC)c(OC)c2)cc1	105	0.2
CCN(CCCNC(=O)CSc1cc(=O)n(CC)c2ccccc12)c1ccccc1	105	-0.6
O=C(O)CC(NC(=O)c1ccco1)c1ccc(F)cc1 (stereo not given)	99	-1.4
COc1ccc(C(=O)OCC(=O)NCC2CCCCC2)c(OC)c1	103	0.2
CCC1CCCCN1C(=O)COC(=O)c1ccc(Br)o1 (stereo not given)	104	1.3
CC1CCCCC1NC(=O)NC(=O)CSc1nc(N)cc(N)n1 (stereo not given)	100	-0.3
COC(=O)c1c(-n2cccc2)sc(C)c1C	101	-1
COc1ccc(S(=O)(=O)N(CC(=O)Nc2ccc(OC)cc2OC)c2ccc(Cl)cc2)cc1	105	0.1
Cc1cc(/C=C2/NC(=O)N(Cc3ccccc3F)C2=O)c(C)n1-c1ccc(S(N)(=O)=O)cc1	100	-0.1
N#CCCN1c2ccccc2Sc2ccc(Cl)cc21	99	-0.9
O=C(O)CSc1nc2ccccc2nc1N1CCCCC1	102	-1.1

Exported in markdown: part of the list above
| Molecule | Polio RdRp inh | Polio RdRp inh FP z-score |
| --- | --- | --- |
| CC1CCCCC1NC(=O)NC(=O)CSc1nc(N)cc(N)n1 (stereo not given) | 100 | -0.3 |
| CCC1CCCCN1C(=O)COC(=O)c1ccc(Br)o1 (stereo not given) | 104 | 1.3 |

Further results
SMILES	Polio RdRp inh	Polio RdRp inh FP z-score
CC1(C)C(=O)N(c2ccccc2)C(=O)c2ccccc21	102	0.1
O=C(O)C1CNC(=O)N1C(=O)OCc1ccccc1 (stereo not given)	101	-0.6
c1cncc(-c2noc(C3CCCCC3)n2)c1	102	0.3
CCOc1cc(CNC(=O)c2ccc(Cn3c(=O)c4cccn4c4cccnc43)cc2)ccc1OC	110	0.7
CC1CC(C)CN(CC(=O)Nc2ccccc2C(N)=O)C1 (stereo not given)	103	0.2
CCOc1ccc(C(=O)NCCS(=O)(=O)N2CCN(c3cccc(Cl)c3)CC2)cc1	109	1
Oc1ccc(CNc2cccc(C(F)(F)F)c2)c2cccnc12	101	-0.1
CC(O)CN(CC(C)O)CC1CC=CCC1 (stereo not given)	101	0.2
CCOC(=O)c1c(-c2ccccc2)csc1NC(=O)C1CC1	103	0.2
CC(=O)N1c2ccc(S(=O)(=O)NCC3CCC(C(=O)Nc4cccc(C)c4)CC3)cc2CC1C (stereo not given)	118	0.3
Cc1c(NC(=O)c2ccccc2)c(=O)n(-c2ccccc2)n1C	101	-0.1
O=C(c1ccccc1)c1cccn1CC(=O)N1CCCC1	101	-1
CCCC12CN3CC(CCC)(CN(C1)C3c1c[nH]c3ccccc13)C2=O (stereo not given)	103&101	-0.4&0
CCOC(=O)c1oc2ccc(Br)cc2c1COC(=O)Cc1n[nH]c(=O)c2ccccc12	103	0.1
Cc1nc2c(c(C)c1CCC(=O)Nc1ccc(F)cc1)c(=O)n(C)c(=O)n2C	109	0.7
O=C1Cc2ccccc2N1	97	-1.1
CCNC(=S)N/N=C/c1ccc2ncccc2c1	100	0
CCOc1cc2c(cc1OCC)C(CC(=O)O)N(C(=O)NCc1ccccc1)CC2 (stereo not given)	98	-2
Cc1ccc(NC(=O)CSc2nc(=O)n(CCN3CCOCC3)c3c2CCC3)cc1Cl	105	-0.5
Cc1ccc(-n2c(C)c3c(C)nnc(C)c3c2C)cc1	101	0
CC(N)C12CC3CC(CC(C3)C1)C2 (stereo not given)	103	0.3
CCCSc1ncccc1C(=O)Nc1c(-c2ccccc2)noc1C	103	0.4
Cc1oc2c(c1C(=O)NC1CCCC1)C(=O)c1ccccc1C2=O	98	-0.6
CCCN1CCN(c2nnc(-n3cccc3C(=O)Nc3cc(Cl)ccc3C)s2)CC1	99	-1.7

Complete entries from above. Order of screens: Polio RdRp inh | Polio RdRp inh FP z-score
CC(N)C12CC3CC(CC(C3)C1)C2 (stereo not given) is entered as 103 | 0.3
CCOc1cc2c(cc1OCC)C(CC(=O)O)N(C(=O)NCc1ccccc1)CC2 (stereo not given) is entered as 98 | -2
O=C1Cc2ccccc2N1 is entered as 97 | -1.1
Cc1nc2c(c(C)c1CCC(=O)Nc1ccc(F)cc1)c(=O)n(C)c(=O)n2C is entered as 109 | 0.7
CCOC(=O)c1oc2ccc(Br)cc2c1COC(=O)Cc1n[nH]c(=O)c2ccccc12 is entered as 103 | 0.1

Going on with the list:
SMILES	Polio RdRp inh	Polio RdRp inh FP z-score
O=C(Nc1cccc(-c2noc(-c3ccccn3)n2)c1)c1ccco1	101	-0.3
COc1ccc(C(=O)NCCn2cc(SCC(=O)Nc3ccc4c(c3)OCCO4)c3ccccc32)cc1OC	105	0.1
CCCN(C(=O)c1ccc2c(=O)n3c(nc2c1)CCCC3)c1ccc(Cl)c(Cl)c1	99	-0.7
Cc1ccc(N2C(=O)CS(=O)(=O)C23C(=O)N(Cc2ccccc2F)c2ccccc23)cc1Cl (stereo not given)	105	-0.3
CC(C(=O)O)c1n[nH]c(=O)c2ccccc12 (stereo not given)	103	0.5
Cc1cccc(NC(=O)c2oc3ccccc3c2NC(=O)Cc2coc3c(C)c(C)ccc23)c1	119	0.3
CCn1c(CCNC(=O)c2ccc(Cl)cc2)nnc1SCc1nc2ccccc2c(=O)[nH]1	99	-0.8
O=C(O)/C=C/C(=O)N1CCN(c2cccc(Cl)c2)CC1	100	-0.3
CCOc1ccc(C2C(=O)N(C3CCCCC3)CC(=O)N2Cc2ccccc2OC)cc1OC (stereo not given)	110	0.3
Cc1ccc(-n2nc(C(=O)N3CCN(c4cc(C)ccc4C)CC3)c3c4ccccc4n(C)c3c2=O)cc1	109	0.3
CC(C)c1ccc(NC2=CC(=O)CCC2)cc1	99	-0.2
O=C(CSc1ccccn1)C12CC3CC(CC(C3)C1)C2	104	1
COC(=O)c1cc(S(=O)(=O)N(C)c2ccc(C)c(C)c2)c[nH]1	103	0.8
O=C(Cn1c(=O)oc2cc(S(=O)(=O)NCc3ccccc3)ccc21)NCc1ccc(F)cc1	106	0.4
O=C1N=c2ccccc2=C1c1[nH]c(=S)[nH]c1O	103	0.2
O=C1CNC(=O)N1/N=C/c1cccc2ccccc12	106	0.3
O=C1c2cccnc2C(=O)N1c1ccc(-c2nc3cc(Cl)ccc3o2)cc1	103	0.4
CCOc1ccccc1NC(=O)Cn1c(=O)n(CCCCC(=O)NCCCOC)c(=O)c2ccccc21	100	-1.9
CCCCn1c(CNC(=O)C23CC4CC(CC(C4)C2)C3)nnc1SCC(=O)Nc1ccc(F)cc1	105	0.2
CC1ON(c2ccc(Br)cc2)C(=O)NC1=O (stereo not given)	100	-0.5
Cc1c(-c2cccc(NC(=O)CC(C)C)c2)nc2ncccn12	99	-0.9
COC(=O)c1nc2n(n1)C(c1cc(OC)ccc1OC)C=C(c1ccc(Br)cc1)N2 (stereo not given)	104	0
Cc1c(Cl)cccc1NC(=O)CC(c1cccs1)N1Cc2ccccc2C1=O (stereo not given)	109	0.2
CC(=O)Nc1ccc(C(=O)Nc2ccc(-c3nc4ccccc4o3)cc2)cc1	103	1
CN1CCN(/N=C/c2ccc(-c3ccccc3)cc2)CC1	102	-0.1
Cc1ccc(Oc2ccc3c(c2)C(=O)N(CC(=O)O)C3=O)cc1	101	-0.1
Cc1c(Cl)cccc1Nc1ccccc1C(=O)O	101&106	0.4&1.3
COc1cc(/C=c2\sc3nc(-c4ccco4)nn3c2=O)cc(Br)c1OC(C)=O	104	1.1
O=C(NC1CCN(Cc2ccccc2)CC1)c1cc(-c2ccco2)nc2ccccc12	101	-0.5
CC1(C)CC(=O)C2=C(C1)N(Cc1cccnc1)C(=O)NC2(C(F)(F)F)C(F)(F)F	100	-0.1
O=S(=O)(Nc1cccnc1)c1ccccc1	109	0.6
Cc1ccc(NC(=O)Cn2cc3c(n2)CCCC3)c(C)c1	106	-0.3
O=C(CCOc1ccccc1)N(Cc1cccnc1)c1nc2c(Cl)cccc2s1	104	-0.7
COc1ccc(C(CC(=O)N2CCN(Cc3ccccc3)CC2)n2cccc2)cc1 (stereo not given)	100	-0.9
O=C(Cn1c(=O)n(Cc2ccc3c(c2)OCO3)c(=O)c2oc3ccccc3c21)Nc1ccccc1	105	-0.4
CCOC(=O)/C(C#N)=C/Nc1nc(CN2CCCCC2)cs1	118	2.3
CCOc1ccccc1NC(=O)N1CCC(n2c(C)nc3cccnc32)CC1	106	0
c1ccc(Cn2c(-c3ccccc3)nc3ccccc32)cc1	107	2.1
Cc1csc(=O)n1CCC(=O)OCc1nnc(-c2ccccc2)o1	104	0.1
COc1cc(NC(=O)Cn2c(=O)oc3cc(S(=O)(=O)N4CCCCCC4)ccc32)cc(OC)c1	103	-0.1
COc1ccc(-n2cc(C(=O)NCCCN3CCCC3=O)nn2)cc1	101	-0.3
CCOC(=O)c1[nH]c(C)c(C(=O)OCc2nc3ccc(Cl)cc3n2CCO)c1C	111	1
C/C(=N\NC(N)=O)c1ccc(-n2ccnc2)cc1	100	-0.3
COc1cccc(CNC(=O)Cn2cc3c(n2)-c2c(oc(C(=O)N4CCCC4)c2C)CC3)c1	109	0.4
Cc1ccc(OCC(=O)OCc2cc(=O)n3nc(C4CC4)sc3n2)cc1	101	-1
CN1c2ccccc2-c2nc3ccccc3n2C1c1cccs1 (stereo not given)	101	-0.2
